CHO parental Ca: ATP-evoked calcium signal inhibitors, parental CHO, primary screen, counter-screen for OX1R antagonist project, cell-based, fluorescence, Fluo-8 calcium dye; parental CHO-K1, ATP-induced calcium, Fluo-8 fluorescence; inhibition, % at 5.6 µM; hit rate 0.63% among 330,000; AID 463079, 2010;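 active = inhibition above that plate's mean sample inhibition plus 3 SD, cut at about 26% in these data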;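 note: 0% = ATP-challenged DMSO wells and 100% = DMSO wells without ATP; some compounds past the cut are filed as inactive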
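Assay system: untransfected parental CHO cell line. Also added: ATP agonist challenge. Dosing: one dose, 5.6 µM nominal. Measured by: Fluo-8 fluorescence. Read-out: % inhibition. Benchmarks: ATP wells versus no-ATP DMSO wells. Repeats: no replicates.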
CHRM1 antagonist: human M1 muscarinic receptor antagonists, primary screen, CHO-K1 cells, Fluo-8 calcium fluorescence, 1536-well | CHO-K1 hM1, ACh EC80 antagonist | Muscarinic acetylcholine receptor M1 (Homo sapiens), P11229 | inhibition, % at 3 µM | hit rate 1.3% among 360,000;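 active = percent inhibition above its own plate's cutoff, namely the mean of that plate's compound wells plus 3 SD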;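 note: peak over basal fluorescence ratio during 140 s after agonist addition; 0% = ACh EC80 plus DMSO and 100% = DMSO alone without agonist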
Target sequence (P11229 whole entry, looked up): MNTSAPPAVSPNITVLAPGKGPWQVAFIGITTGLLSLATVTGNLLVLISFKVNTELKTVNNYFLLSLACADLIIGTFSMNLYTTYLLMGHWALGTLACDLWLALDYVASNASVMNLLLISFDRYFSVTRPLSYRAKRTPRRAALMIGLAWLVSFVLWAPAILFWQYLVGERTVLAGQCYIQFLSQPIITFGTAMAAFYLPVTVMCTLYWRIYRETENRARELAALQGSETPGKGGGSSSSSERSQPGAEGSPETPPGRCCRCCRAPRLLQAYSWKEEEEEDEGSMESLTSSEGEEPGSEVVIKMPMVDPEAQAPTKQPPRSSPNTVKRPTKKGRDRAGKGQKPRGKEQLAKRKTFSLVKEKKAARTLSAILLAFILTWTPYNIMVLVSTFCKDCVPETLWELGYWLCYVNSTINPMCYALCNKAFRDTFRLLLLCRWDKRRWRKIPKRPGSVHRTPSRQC
TAAR1 agonist: human TAAR1 agonists, primary screen, Fluo-8 calcium fluorescence, CHO RD-HGA16 cells; hit rate 0.99% among 360,000; AID 624467, 2012; vehicle wells 0%, saturating PEA agonist 100%; activation, % at 3 µM; Trace amine-associated receptor 1 (Homo sapiens), Q96RJ0;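 active = activation above the mean activation of all test compounds in the run plus 3 SD, cut at about 38% in these data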
Target sequence (Q96RJ0 whole entry, looked up): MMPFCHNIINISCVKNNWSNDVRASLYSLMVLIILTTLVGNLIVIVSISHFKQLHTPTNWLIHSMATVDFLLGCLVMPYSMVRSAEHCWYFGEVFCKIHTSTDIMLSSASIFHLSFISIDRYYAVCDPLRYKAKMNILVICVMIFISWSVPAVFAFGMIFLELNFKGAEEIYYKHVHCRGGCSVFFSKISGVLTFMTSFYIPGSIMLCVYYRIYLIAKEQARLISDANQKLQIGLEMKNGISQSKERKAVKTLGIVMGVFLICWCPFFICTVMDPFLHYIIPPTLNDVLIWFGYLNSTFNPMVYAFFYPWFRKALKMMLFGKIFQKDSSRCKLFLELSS
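Test system: RD-HGA16 (CHO) cells co-expressing Gα16 and hTAAR1 / Benchmarks: DMSO vehicle as 0%, PEA at EC100 as 100% / Repeats: no replicates (n 1) / Measure: % activation from peak over basal fluorescence ratio, DMSO-to-PEA scaled / Timing: 17-24 h plating, Fluo-8 75 min 37 °C, 30 min RT / Technique: kinetic Fluo-8 calcium fluorescence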
TAAR1 antagonist: human TAAR1 antagonists, primary screen, Fluo-8 calcium fluorescence, CHO RD-HGA16 cells; Trace amine-associated receptor 1 (Homo sapiens), Q96RJ0; antagonist; inhibition, % at 3 µM; hit rate 1.5% among 360,000; AID 624466, 2012;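 active = inhibition above a per-plate cutoff, the mean inhibition of test compounds on that plate plus 3 SD, cut at about 49% in these data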;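 note: 0% = DMSO plus EC80 beta-PEA response and 100% = DMSO alone without agonist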
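Assay system: CHO-derived RD-HGA16 cells stably expressing human TAAR1 plus Gα16. Timing: 140 s kinetic read after compound, 140 s after agonist. Technique: kinetic Fluo-8 calcium fluorescence measurement. Measure: % inhibition of agonist calcium response.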
CHO-K1 Ca ag: counter-screen for M1 agonists: effect in parental CHO-K1 cells; Fluo-8 calcium fluorescence; scaled to maximal ATP response, vehicle zero; activation, % at 3 µM; hit rate 0.48% among 360,000; in the data active = activation above about 15%;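 note: untransfected CHO-K1 host cells lacking M1 receptor as counterscreen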
CHO-K1 Ca antag: M1 antagonist counterscreen hit in parental CHO-K1 cells; ATP-induced calcium, Fluo-8 fluorescence; inhibition, % at 3 µM; hit rate 0.6% among 360,000;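 active = inhibition above a per-plate cutoff, the plate's mean sample inhibition plus 3 SD, cut at about 24% in these data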;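 note: 0% = DMSO plus EC80 ATP and 100% = DMSO alone without ATP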
M1 PAM parental: nonselective calcium activators in parental CHO-K1 cells, primary screen, counter-screen for M1 PAM project, cell-based, Fluo-8 calcium fluorescence, full deck, 1536-well; hit rate 0.02% among 360,000; activation, % at 3 µM; ATP EC20; 0% at ATP EC20, 100% at ATP max;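 active = activation above the run cutoff, the mean activation of all test compounds plus 3 SD, cut at about 40% in these data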;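 note: peak over basal fluorescence ratio in a 140 s read after ATP addition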
CHRM1 agonist: human M1 muscarinic receptor agonists, primary screen, Fluo-8 calcium fluorescence, CHO-K1 cells, HTS. activation, % at 3 µM. hit rate 0.33% among 360,000. CHO-K1 hM1, agonist mode; 0% DMSO, 100% acetylcholine EC100. Muscarinic acetylcholine receptor M1 (Homo sapiens), P11229;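 active = activation above the run's mean compound activation plus 3 SD, cut at about 16% in these data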;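 note: peak over basal fluorescence ratio within a 140 s kinetic read after compound addition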
M1 PAM: human M1 muscarinic receptor positive allosteric modulators, primary screen, CHO-K1 cells, Fluo-8 calcium fluorescence, 1536-well; AID 588819, 2011; Muscarinic acetylcholine receptor M1 (Homo sapiens), P11229; CHO-K1 hM1, ACh EC20; 0% = ACh EC20, 100% = maximal ACh; hit rate 0.088% among 360,000; activation, % at 3 µM; in the data active = activation above about 19%, passing the limit was not always enough
Active calls of the source: *.

`Cc1ccc(C(=O)Nc2ccncc2)cc1S(=O)(=O)N1CCOCC1` gave CHO parental Ca -8, CHRM1 antagonist -10, TAAR1 agonist 4, TAAR1 antagonist -12, CHO-K1 Ca ag 1.1, CHO-K1 Ca antag -10, M1 PAM parental 9, CHRM1 agonist 1 and M1 PAM 14.
COc1ccc([N+](=O)[O-])cc1N1C(=O)c2cccnc2C1=O was read as CHO parental Ca 3, CHRM1 antagonist -14, TAAR1 agonist 0, TAAR1 antagonist -5, CHO-K1 Ca ag -0.2, CHO-K1 Ca antag 5, M1 PAM parental 10, CHRM1 agonist -1 and M1 PAM 11.
For CCc1c(C)nc2ncnn2c1N1CCCC(C(=O)NCCc2ccc(OC)cc2)C1 (stereo not given) the results were CHO parental Ca -16, CHRM1 antagonist -9, TAAR1 agonist -1, TAAR1 antagonist 4, CHO-K1 Ca ag -0.6, CHO-K1 Ca antag -7, M1 PAM parental 3, CHRM1 agonist -8 and M1 PAM 4.
`Nc1c(C(=O)Nc2ccc3c(c2)OCCO3)nnn1Cc1ccc(Br)cc1` gave CHO parental Ca 0, CHRM1 antagonist -5, TAAR1 agonist 18, TAAR1 antagonist 8, CHO-K1 Ca ag 6.2, CHO-K1 Ca antag -11, M1 PAM parental 6, CHRM1 agonist 15 and M1 PAM 12.
`Fc1ccc2nc(Nc3nc4cc5c(cc4s3)OCO5)sc2c1` gave CHO parental Ca 1, CHRM1 antagonist -1, TAAR1 agonist 5, TAAR1 antagonist 15, CHO-K1 Ca ag 0.0, CHO-K1 Ca antag -8, M1 PAM parental 10, CHRM1 agonist -5 and M1 PAM 9.
`CC(=O)Nc1ccc(S(=O)(=O)NCCc2c[nH]c3ccc(C)cc23)cc1` gave CHRM1 antagonist -8, TAAR1 agonist 2, TAAR1 antagonist -8, CHO-K1 Ca ag 0.6, CHO-K1 Ca antag -15, M1 PAM parental -7, CHRM1 agonist 2 and M1 PAM 2.
O=c1[nH]c(SCc2cccc(Cl)c2)nc2[nH]ncc12 was read as CHO parental Ca -1, CHRM1 antagonist -2, TAAR1 agonist 5, TAAR1 antagonist -2, CHO-K1 Ca ag 1.4, CHO-K1 Ca antag 11, M1 PAM parental -10, CHRM1 agonist -3 and M1 PAM 3.
`CCn1c(SCC(=O)NCCOC)nc2sc3c(c2c1=O)CCCC3` gave CHO parental Ca -10, CHRM1 antagonist -6, TAAR1 agonist -1, TAAR1 antagonist 1, CHO-K1 Ca ag 0.4, CHO-K1 Ca antag -1, M1 PAM parental 1, CHRM1 agonist -13 and M1 PAM 5.
Screening CCCC(=O)NC(Nc1cccc(C(F)(F)F)c1)C(Cl)(Cl)Cl (stereo not given) returned CHO parental Ca -13, CHRM1 antagonist 13, TAAR1 agonist 10, TAAR1 antagonist 18, CHO-K1 Ca ag 3.2, CHO-K1 Ca antag 2, M1 PAM parental 1, CHRM1 agonist -4 and M1 PAM -14.
CCNc1nc(NCc2ccccc2)nc(SCC(=O)Nc2ccccc2)n1 was read as CHO parental Ca -9, CHRM1 antagonist -1, TAAR1 agonist 3, TAAR1 antagonist -21, CHO-K1 Ca ag 3.4, CHO-K1 Ca antag 14, M1 PAM parental -2, CHRM1 agonist -2 and M1 PAM -2.
CN(C)S(=O)(=O)N1CCN(C(=O)c2ccccc2)CC1 was read as CHO parental Ca -1, CHRM1 antagonist 0, TAAR1 agonist 1, TAAR1 antagonist -8, CHO-K1 Ca ag -0.2, CHO-K1 Ca antag -1, M1 PAM parental 4, CHRM1 agonist -5 and M1 PAM -1.
Screening Cc1cccc(C(=O)N2[C@@H](C(C)C)COc3cc(Br)ccc3S2(=O)=O)c1 returned CHRM1 antagonist 8, TAAR1 agonist 2, TAAR1 antagonist 18, CHO-K1 Ca ag -0.2, CHO-K1 Ca antag 6, M1 PAM parental 0, CHRM1 agonist -5 and M1 PAM -7.
Screening O=C(Cn1cc(S(=O)(=O)Cc2ccccc2)c2ccccc21)Nc1ccccc1 returned CHO parental Ca 3, CHRM1 antagonist -8, CHO-K1 Ca ag 2.2, CHO-K1 Ca antag -7, M1 PAM parental 22, CHRM1 agonist -1 and M1 PAM 6.
COc1ccc(CN2CC[C@@H]3CN(C(C)=O)[C@H](c4ccccc4Br)C[C@@H]32)cc1 was read as CHRM1 antagonist 4, TAAR1 agonist 1, TAAR1 antagonist -17, CHO-K1 Ca ag 0.3, CHO-K1 Ca antag 4, M1 PAM parental 15, CHRM1 agonist -8 and M1 PAM 0.
`O=C(N/N=C/c1ccc(Cl)cc1Cl)C(=O)NC1CC1` gave CHO parental Ca -1, CHRM1 antagonist 2, TAAR1 agonist 6, TAAR1 antagonist 13, CHO-K1 Ca ag -0.1, CHO-K1 Ca antag -17, M1 PAM parental 11, CHRM1 agonist -4 and M1 PAM 3.
COc1ccccc1CC(=O)Nc1cc(C)ccn1 was read as CHRM1 antagonist -14, TAAR1 agonist 1, TAAR1 antagonist 0, CHO-K1 Ca ag -0.4, CHO-K1 Ca antag -4, M1 PAM parental 13, CHRM1 agonist -4 and M1 PAM 5.
For Cc1cc(C)cc(NC(=O)c2ccc3c(c2)CCN3S(C)(=O)=O)c1 the results were CHO parental Ca -9, CHRM1 antagonist 2, TAAR1 agonist 4, TAAR1 antagonist 7, CHO-K1 Ca ag 2.8, CHO-K1 Ca antag 1, M1 PAM parental 2, CHRM1 agonist -5 and M1 PAM -3.
Screening COc1ccc(Nc2c(-c3ccc(OC)cc3)nc3cnccn23)cc1 returned CHO parental Ca -14, CHRM1 antagonist 0, TAAR1 agonist 6, TAAR1 antagonist -48, CHO-K1 Ca ag -0.1, CHO-K1 Ca antag -9, M1 PAM parental 22, CHRM1 agonist -1 and M1 PAM 6.
CCOc1ccc(C(=S)NC2CCCCC2)cc1 was read as CHO parental Ca -24, CHRM1 antagonist -15, TAAR1 agonist 0, TAAR1 antagonist 4, CHO-K1 Ca ag -0.4, CHO-K1 Ca antag -21, M1 PAM parental 11, CHRM1 agonist -12 and M1 PAM 12.
For C=CCN(CC=C)Cc1cc(=O)oc2ccc3ccccc3c12 the results were CHRM1 antagonist -28, TAAR1 agonist -1, TAAR1 antagonist -11, CHO-K1 Ca ag 0.1, CHO-K1 Ca antag -21, M1 PAM parental 17, CHRM1 agonist -6 and M1 PAM -3.
C[C@H](CO)N1C[C@H](C)[C@@H](CN(C)C(=O)Nc2ccc(C(F)(F)F)cc2)Oc2ccc(NS(=O)(=O)c3cccs3)cc2C1=O was read as CHO parental Ca -13, CHRM1 antagonist -11, TAAR1 agonist 7, TAAR1 antagonist 4, CHO-K1 Ca ag -0.4, CHO-K1 Ca antag -4, M1 PAM parental -1, CHRM1 agonist -1 and M1 PAM 16.
`O=C(Cn1nnc(-c2ccc(F)cc2)n1)OCC(=O)c1ccccc1` gave CHO parental Ca 4, CHRM1 antagonist -1, TAAR1 agonist 11, TAAR1 antagonist -1, CHO-K1 Ca ag 1.1, CHO-K1 Ca antag -13, M1 PAM parental 1, CHRM1 agonist -3 and M1 PAM 1.
`COc1ccccc1NS(=O)(=O)c1cc(NC(=O)C(C)(C)C)ccc1N1CCOCC1` gave CHO parental Ca -19, CHRM1 antagonist 16, TAAR1 agonist 20, TAAR1 antagonist 72*, CHO-K1 Ca ag 7.6, CHO-K1 Ca antag 3, M1 PAM parental 6, CHRM1 agonist -1 and M1 PAM -5.
Screening C[C@@H]1CN([C@@H](C)CO)C(=O)c2cc(NS(C)(=O)=O)ccc2O[C@@H](C)CCCCO[C@H]1CN(C)Cc1ccc2c(c1)OCO2 returned CHRM1 antagonist -13, TAAR1 agonist 1, TAAR1 antagonist -3, CHO-K1 Ca ag 0.4, CHO-K1 Ca antag -8, M1 PAM parental 12, CHRM1 agonist -7 and M1 PAM 1.
`CC(C)(C)c1ccc(-c2nnc(NC(=O)c3ccccc3)s2)cc1` gave CHO parental Ca -13, CHRM1 antagonist -1, TAAR1 agonist 0, TAAR1 antagonist 8, CHO-K1 Ca ag 0.8, CHO-K1 Ca antag -13, M1 PAM parental 18, CHRM1 agonist -3 and M1 PAM 6.
O=C(N=C1N=C2C=CC=CN2Cc2ccccc21)c1ccc(S(=O)(=O)N2CCOCC2)cc1 was read as CHO parental Ca -10, CHRM1 antagonist -10, TAAR1 agonist 4, TAAR1 antagonist -13, CHO-K1 Ca ag 0.2, CHO-K1 Ca antag -8, M1 PAM parental 13, CHRM1 agonist -4 and M1 PAM 9.
Screening COc1ccccc1COCC(O)CNCCc1ccc(C(F)(F)F)cc1 (stereo not given) returned CHO parental Ca -11, CHRM1 antagonist 0, TAAR1 agonist 13, TAAR1 antagonist -14, CHO-K1 Ca ag 16*, CHO-K1 Ca antag -12, M1 PAM parental 11, CHRM1 agonist -5 and M1 PAM -7.
Cc1ccc(C(=O)C2OC(=O)C(C)(C)C(=O)C2(C)C)cc1 (stereo not given) was read as CHO parental Ca -2, CHRM1 antagonist 6, TAAR1 agonist 5, TAAR1 antagonist -17, CHO-K1 Ca ag 2.6, CHO-K1 Ca antag -5, M1 PAM parental 15, CHRM1 agonist -3 and M1 PAM 3.
Screening COc1ccc(CCNC(=O)c2ccnc(C(C)(C)C)c2)cc1OC returned CHO parental Ca -11, CHRM1 antagonist 14, TAAR1 agonist 1, TAAR1 antagonist 4, CHO-K1 Ca ag 7.5, CHO-K1 Ca antag 2, M1 PAM parental 4, CHRM1 agonist 1 and M1 PAM -3.

Of the compounds above, these have a tert-butyl group:
`COc1ccccc1NS(=O)(=O)c1cc(NC(=O)C(C)(C)C)ccc1N1CCOCC1` gave CHO parental Ca -19, CHRM1 antagonist 16, TAAR1 agonist 20, TAAR1 antagonist 72*, CHO-K1 Ca ag 7.6, CHO-K1 Ca antag 3, M1 PAM parental 6, CHRM1 agonist -1 and M1 PAM -5.
`CC(C)(C)c1ccc(-c2nnc(NC(=O)c3ccccc3)s2)cc1` gave CHO parental Ca -13, CHRM1 antagonist -1, TAAR1 agonist 0, TAAR1 antagonist 8, CHO-K1 Ca ag 0.8, CHO-K1 Ca antag -13, M1 PAM parental 18, CHRM1 agonist -3 and M1 PAM 6.
Screening COc1ccc(CCNC(=O)c2ccnc(C(C)(C)C)c2)cc1OC returned CHO parental Ca -11, CHRM1 antagonist 14, TAAR1 agonist 1, TAAR1 antagonist 4, CHO-K1 Ca ag 7.5, CHO-K1 Ca antag 2, M1 PAM parental 4, CHRM1 agonist 1 and M1 PAM -3.
